GALR2 antag: antagonists of human galanin receptor 2 (GALR2) | GALR2-expressing cells, antagonist mode | inhibition, % at 4 µM | 0.39% of 140,000 active | AID 828; in the data active means inhibition above about 27%;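 further: cells stimulated with galanin 1-16 at roughly its EC80; 0% = agonist challenge control and 100% = basal control without agonist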
Target sequence (O43603 whole entry, looked up): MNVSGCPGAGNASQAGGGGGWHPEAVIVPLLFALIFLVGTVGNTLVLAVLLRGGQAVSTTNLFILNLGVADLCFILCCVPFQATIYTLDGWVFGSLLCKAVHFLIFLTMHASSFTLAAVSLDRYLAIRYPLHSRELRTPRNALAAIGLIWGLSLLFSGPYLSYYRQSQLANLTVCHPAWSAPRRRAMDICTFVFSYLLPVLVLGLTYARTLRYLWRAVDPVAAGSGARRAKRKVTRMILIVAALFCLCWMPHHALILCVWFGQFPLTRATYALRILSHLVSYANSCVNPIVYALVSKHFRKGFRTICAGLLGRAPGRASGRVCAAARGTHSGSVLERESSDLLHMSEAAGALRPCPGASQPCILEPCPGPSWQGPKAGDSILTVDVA
HCT116 bCat-KO: beta-catenin-lacking colon tumor cell growth suppression; HCT116 beta-catenin knockout viability, CellTiter-Glo, 60 h; active compounds read low; viability, % at 10 µM; 1.5% of 140,000 active;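 active means viability at or under a set limit, the compound median less 4 SD, cut at about 6% in these data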;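 further: 0% = Hyamine 1622 control at 20 µM and 100% = untreated cell control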
PTEN del growth: PTEN-deleted cell growth suppression. HCT116 PTEN-null viability, CellTiter-Glo, 60 h; active compounds read low. viability, % at 10 µM. 1.2% of 140,000 active. AID 827;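 active means viability at or below a set limit, 4 SD under the median of all tested compounds, cut at about 3.7% in these data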;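 further: PTEN knockout HCT116 line with beta catenin targeted HCT116 as companion control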
E-sel TNF inh: TNF alpha driven E-selectin expression inhibition; HUVEC TNFa-induced E-selectin immunofluorescence, high content; inhibition, % at 2 µM; 0.71% of 120,000 active; AID 1246;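 active means inhibition above the batch mean plus 3 SD, and confirmed as a hit on visual image review, cut at about 43% in these data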;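 further: 0% = TNF-stimulated DMSO wells and 100% = unstimulated control wells; not every result past the cut was called active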
Yeast life ext: yeast lifespan extension; S. cerevisiae growth with nicotinamide, OD615; deaD strain in restrictive glucose medium; inhibition of the nicotinamide effect, % at 10 µM; 0.68% of 130,000 active; AID 775;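 active means inhibition above a set limit, placed 3 SD over the median of all compounds, cut at about 26% in these data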;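 further: 0% = nicotinamide-treated wells and 100% = cells grown without nicotinamide; some compounds called inactive have numbers as strong as hits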
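Measured by: optical density (absorbance) at 615 nm; System: modified budding yeast, DeaD strain; Medium: restrictive CSMM-D dextrose medium; Timing: 4 h preincubation then 48 h treatment at 30 °C.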
BB579 growth dn: reduces growth of yeast BB579 in restrictive medium | S. cerevisiae BB579 growth, OD615, 48 h | inhibition, % at 10 µM | 0.51% of 140,000 active;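 active means inhibition above a set limit, 3 SD over the mean compound inhibition, cut at about 44% in these data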; further: inactives centre near -24
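System: Saccharomyces cerevisiae DeaD strain BB579, replicative lifespan model yeast. Buffer or medium: restrictive glucose-based CSMM-D medium. Doses: one dose, 10 µM compound with 0.25% DMSO. Timing: 4 h preincubation and 48 h exposure at 30 °C. Detection: turbidity as optical density at 615 nm. Benchmarks: amphotericin B 10 µg/mL, positive.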
NPY-Y2 antag: blocks the human neuropeptide Y Y2 receptor | P49146 | NPY-Y2 expressing cells, antagonist mode | inhibition, % at 2.7 µM | 0.99% of 140,000 active | AID 793; in the data active means inhibition above about 17%;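 further: 0% = vehicle with agonist challenge and 100% = reference antagonist with challenge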
Target sequence (P49146 whole entry, looked up): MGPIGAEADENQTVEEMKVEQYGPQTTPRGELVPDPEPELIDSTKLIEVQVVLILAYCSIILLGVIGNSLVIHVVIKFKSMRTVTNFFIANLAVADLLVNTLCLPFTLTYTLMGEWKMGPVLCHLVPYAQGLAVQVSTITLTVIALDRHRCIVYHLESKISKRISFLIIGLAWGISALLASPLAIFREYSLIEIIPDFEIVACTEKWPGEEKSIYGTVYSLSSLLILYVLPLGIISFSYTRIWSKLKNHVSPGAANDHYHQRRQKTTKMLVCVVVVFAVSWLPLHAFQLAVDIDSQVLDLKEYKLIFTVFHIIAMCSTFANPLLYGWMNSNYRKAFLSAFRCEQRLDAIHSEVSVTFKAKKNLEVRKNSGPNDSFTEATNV
Measles CPE: protection of cells from measles virus; protection (pct of control), % at 4 µM; 1.5% of 140,000 active; Measles virus-infected cells, CPE protection, absorbance; AID 841; in the data active means protection mostly above about 24%, no sharp cut-off; inactive means mostly below about 26%; further: some compounds called inactive have numbers as strong as hits
MRP-1 activ: activators of MRP-1; 0.61% of 140,000 active; viability increase, % at 10 µM; AID 799; H69AR cells + doxorubicin, viability rescue, CellTiter-Glo;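 active means viability gain under doxorubicin at or above a set limit, the compound median plus 3 SD, cut at about 4.7% in these data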;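 further: MRP-1 overexpressing cells given doxorubicin 25 µM after compound pretreatment; 18-22 h compound pretreatment then 72 h with doxorubicin before readout; 0% = doxorubicin-only wells and 100% = vehicle-treated cells without doxorubicin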
Phagocyt inh: macrophage phagocytosis inhibition. inhibition, % at 5 µM. 0.07% of 110,000 active. J774A.1 macrophage IgG-bead phagocytosis, imaging. AID 1029;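 active means inhibition above the mean of the plate negative controls plus 5 SD, cut at about 13% in these data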;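 further: phagocytic index as fraction of beads internalized from green versus red external bead signal; plate controls were DMSO negative control for no effect and cytochalasin-D positive control for full effect; some results beyond the cut were filed as inactive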
* hit, by the source's call; x = not tested or not shown.

Under each structure: Measles CPE, GALR2 antag, PTEN del growth, E-sel TNF inh, Phagocyt inh, BB579 growth dn, MRP-1 activ, HCT116 bCat-KO, Yeast life ext, NPY-Y2 antag
- COc1cc2c(cc1OC)-c1nnc(-c3cccs3)n1C1(CCCC1)C2
    5.2, -9.6, 100.1, -18.3, -0.6, -46.1, -3.3, 95.2, -20.2, 1.9
- O=C(OCc1nc2ccccc2s1)[C@@H]1CCCN1S(=O)(=O)c1ccccc1F
    8.1, -6.2, 83.7, -0.4, -0.8, 6.3, -3.4, 83.0, -1.2, 4.1
- CN1C(=O)COc2ccc(C(=O)c3oc4ccccc4c3-c3cnc4c(c3)COc3ccccc3-4)cc21
    7.6, -4.8, 83.0, -7.5, x, -44.8, 0.8, 92.0, x, 5.6
- Cc1occc1C(=O)Nc1cccc(C(=O)NCc2ccccc2)c1
    28.9, 2.8, 82.2, -11.6, -0.1, -46.1, -3.5, 91.4, -18.9, -0.3
- O=C1CC(c2ccccc2)CC(O)=C1C=NCCCN1CCOCC1 (configuration not stated)
    34.3, -4.2, 117.1, -4.2, x, -10.3, -0.7, 108.3, -0.4, 9.1
- O=C(CSc1nc(-c2cccs2)cc(C(F)(F)F)n1)Nc1cc(OCC(F)(F)F)cc([N+](=O)[O-])c1
    4.6, 1.2, 9.4, x, -4.4, -59.5, -2.4, 2.1*, 0.2, 10.9
- CC1(C)Nc2ccc(O)cc2-c2c1ssc2=S
    2.8, -2.6, 78.3, 34.4, x, -22.8, -6.1, 80.4, -6.0, -0.1
- CCOC(=O)C1CCN(C(=O)C2CCN(S(=O)(=O)c3c(C)noc3C)CC2)CC1
    15.0, 0.7, 101.5, -22.6, x, -21.4, -0.6, 99.2, -8.2, 2.5
- O=C(CCCN1C(=O)c2ccccc2C1=O)NC1CCCCCC1
    4.7, 5.4, 110.5, 25.3, x, -53.6, 1.1, 103.2, -2.9, 0.2
- COc1cccc(NC(=O)C(Sc2nnc(Nc3ccccc3C)s2)c2ccccc2)c1 (configuration not stated)
    13.1, -4.3, 69.0, x, -3.9, -45.0, -4.1, 86.4, 16.7, -1.2
- CCc1ccc(NC(=O)C2C3/C=C\CCCCC32)cc1 (configuration not stated)
    4.8, 9.4, 103.0, x, -1.3, -37.0, 0.0, 92.6, 10.9, 2.2
- Cn1c(=O)cc(OCC(=O)NCCCN2CCN(c3cccc(Cl)c3)CC2)c2ccccc21
    10.4, 11.0, 15.6, -41.5, 0.7, -24.5, -4.0, 12.6, -1.8, 6.9
- Cc1ccc(/C=C/C(=O)OC(C)C(=O)Nc2ncc(Cl)cc2Cl)o1 (configuration not stated)
    5.1, 4.4, 100.6, x, 2.9, -33.7, -0.8, 92.2, 6.5, 4.3
- O=c1cc(-c2ccncc2)oc2ccccc12
    33.1, 4.2, 65.4, 0.1, 1.0, 46.0*, -2.7, 79.0, -10.8, 0.0
- CCOC(=O)C[n+]1c(C)ccc2c1CCC2
    16.0, 12.2, 97.4, -11.7, x, 1.6, 1.4, 92.5, x, 1.4
- CCOC(=O)c1c(NS(C)(=O)=O)sc2c1CCC(C)C2 (configuration not stated)
    13.5, -10.9, 103.1, 28.9, 0.0, -61.4, 0.5, 102.1, 14.6, 3.1
- CCCOC(=O)c1cccc(NC(=O)c2cccnc2)c1
    13.9, 14.0, 103.9, 1.4, -0.4, 11.9, 0.1, 102.2, -18.3, 0.5
- CCC(=O)N1CC(C)C(=O)Nc2ccccc21 (configuration not stated)
    6.2, 4.9, 94.8, 10.4, 1.7, -10.7, -0.6, 92.5, 3.3, -1.3
- CCn1nc(CC(=O)Nc2nnc(CC(=O)N3CCCC3)s2)c2ccccc2c1=O
    3.9, 6.8, 104.0, x, 1.0, -38.2, -0.3, 99.4, -7.2, 4.3
- COc1ccc(-n2c(SCC(=O)NCc3cccs3)nnc2-c2ccoc2C)cc1
    10.5, 3.1, 95.5, -5.1, -0.8, -44.1, -1.1, 91.8, -5.8, 0.1
- COCc1nnc(NC(=O)CSCc2ccccc2)s1
    3.5, 6.4, 85.5, -6.5, x, -38.2, -1.8, 86.0, -10.7, -3.4
- CC(C)c1ccc(NC(=O)C(=O)c2cn(CC(=O)N3CCCCC3)c3ccccc23)cc1
    2.4, 8.9, 72.7, 18.7, -3.7, -32.4, 4.6, 80.2, 9.5, 6.5
- COc1ccccc1CNC(=O)CCCn1c(=O)c2ccccc2n(CC(=O)NC2CCCC2)c1=O
    2.1, -4.7, 88.5, 21.6, x, -32.2, -1.9, 84.7, -15.2, -0.3
- O=C(CN1CCOCC1)Nc1ccccc1
    15.2, -6.0, 108.3, 9.5, -1.3, -13.8, -0.1, 104.5, -10.6, 3.7
- Cc1ccc(S(=O)(=O)Cc2csc(N)n2)cc1
    10.7, 2.6, 109.3, -17.9, -0.5, -18.2, -1.3, 91.8, -7.2, 3.5
- O=C(CCCC(=O)OCC(Cl)=C(Cl)Cl)Nc1ccc(F)cc1
    x, 6.7, 92.5, x, -5.8, -5.5, 2.4, 93.8, -8.9, 2.3
- C/C(=N\NC(=O)c1ccc(C)cc1C)c1ccc2c(c1)Nc1ccccc1S2
    6.2, 5.1, 30.3, -2.7, x, -4.0, -1.8, 16.9, -6.6, -4.5
- O=C(C1CCCCC1)N1CCC(c2nc3c(nnn3Cc3c(F)cccc3Cl)c(=O)[nH]2)CC1
    5.7, 13.3, 70.7, -0.5, x, -31.2, -4.3, 74.9, x, 5.7
- COc1ccc(-c2nc(CSCC(=O)N3CCc4ccccc43)c(C)o2)cc1OC
    3.5, 6.5, 59.4, x, x, 26.8, -1.0, 73.1, -14.9, 0.9
- Cn1cc(C(=O)c2ccc(Cl)cc2Cl)cc1C(=O)O
    6.6, 12.5, 101.0, -64.0, 3.7, -27.4, -1.0, 101.0, -19.4, 4.5
- Cc1ccc(NC(=S)C2=C(O)c3ccccc3N(C)S2(=O)=O)cc1
    21.9, 13.6, 98.9, 16.3, -0.1, -47.9, -0.3, 93.6, -0.4, 1.3
- O=C(NCC(=O)N(CC1CCCO1)C(C(=O)NC1CCCCC1)c1ccc(F)cc1)c1ccco1 (configuration not stated)
    26.2, -2.5, 90.9, x, -0.9, -60.9, -0.9, 99.8, -6.1, 3.2
- Cc1cs/c(=N\N=C\c2cccc([N+](=O)[O-])c2)n1Cc1ccco1
    6.1, 15.9, 79.7, x, x, -49.5, 0.1, 79.7, 5.5, 2.6
- N#C[C@H]1[C@H](c2ccccc2)[C@](C#N)(C(=O)c2ccccc2)[C@@H]2C=Cc3ccccc3N21
    34.1, 10.0, 3.3*, -13.0, -1.8, -28.8, -5.4, 5.3*, 48.1, -0.3
- COc1ccc(C(=O)NCCCCCC(=O)O)cc1OC
    17.6, -21.5, 118.2, 6.5, -0.6, -23.5, 0.6, 101.2, -13.7, -1.2
- CCc1ccc(NS(=O)(=O)c2cc(OC)ccc2OC)cc1
    7.7, -16.4, 66.5, x, -0.7, -25.4, -4.1, 66.6, -5.4, 0.9
- O=S(NCc1ccco1)C12CC3CC(CC(C3)C1)C2 (configuration not stated)
    9.2, 4.3, 83.0, 3.4, x, -27.7, -4.8, 89.2, 1.1, 2.5
- O=C(NCc1ccccc1)c1sc(=S)n2c1[nH]c(=O)c1ccccc12
    4.0, 7.3, 88.8, 2.8, 1.9, -53.6, -1.6, 87.3, -2.6, 5.4
- Cc1cccc(C)c1NC(=S)NCCCN1CCCC1=O
    29.2, 8.1, 97.7, x, -3.4, -36.0, -1.1, 85.3, 2.1, -2.4
- CCOC(=O)c1[nH]c2c(c1C)C(=O)CC(c1ccc(F)cc1)C2 (configuration not stated)
    6.1, 12.4, 13.2, -10.8, -0.3, -15.7, -1.8, 12.9, -7.0, 2.2
- CCCNC(=O)c1ccccc1NC(=O)CSCc1ccc(OC)cc1
    4.3, -5.6, 88.0, -3.4, -0.5, -32.2, -3.1, 72.2, -5.5, -1.1
- Cc1ccc(C2C(C#N)=C(N)Oc3n[nH]c(-c4ccccc4)c32)o1 (configuration not stated)
    7.9, 9.3, 76.0, 15.9, -1.7, -56.5, -4.6, 80.9, -4.6, 6.0
- S=c1[nH]ncn1/N=C/c1ccccn1
    2.3, -11.4, 100.2, 1.6, -2.1, 11.8, -1.5, 90.2, -3.6, 0.6
- O=C(COC(=O)Cc1ccsc1)NCc1ccccc1
    6.8, 0.3, 104.5, -3.1, x, -53.1, -0.9, 89.6, 1.2, -0.7
- Cc1nn(-c2ccccc2)c2[nH]c(=O)c(CNCCN3CCOCC3)cc12
    10.1, -2.0, 103.0, -28.2, 2.9, -33.3, -0.8, 108.1, 1.1, -2.1
- CCN(CC)S(=O)(=O)c1cccc(NC(=O)/C=C/c2ccc([N+](=O)[O-])cc2)c1
    8.9, 0.9, 87.4, 49.7, -6.6, -48.1, -0.3, 94.8, 6.9, 0.5
- Cc1ccc(C(=O)NCCc2nnc3ccc(SCC(=O)Nc4ccccc4C)nn23)cc1
    8.7, 1.4, 85.5, x, -4.0, -14.8, -3.3, 92.6, -2.2, 1.7
- CCn1c(/C=N/Nc2ccc(C(=O)O)cc2)nc2ccccc21
    17.4, 3.5, 96.1, x, -7.0, -22.5, 2.8, 102.5, -4.7, 1.7
- O=S(=O)(/N=C(/c1ccc(F)cc1)N1CCCCC1)c1ccc(Cl)cc1
    3.6, -5.1, 86.0, x, -8.3, 6.8, -2.9, 85.0, -1.1, 2.6
- CC(=O)NC12CC3CC(C1)CC(C(=O)OCC(=O)Nc1ncc(Cl)c(C)c1Cl)(C3)C2
    22.2, 6.7, 93.8, x, -1.0, -84.1, -1.9, 91.0, -6.5, 1.3
- COC(=O)CCC(=O)Nc1cccc(Cl)c1
    7.3, 5.5, 96.3, -24.0, x, -31.3, -1.3, 97.6, 3.4, 0.7

Screening results deposited in PubChem BioAssay by several laboratories.
